BioA inh: M. tuberculosis BioA enzyme inhibitors, primary screen, biochemical, plate reader, single point, HTS; hit rate 0.096% among 360,000; inhibition, % at 9.99 µM; purified M. tuberculosis BioA enzyme; 7,8-diaminopelargonic acid synthase BioA (Mycobacterium tuberculosis); AID 602481, 2012; in the data active = inhibition above about 40%; inconclusive = no clear call, values can overlap the other calls
Yp Topo-I inh: Yersinia pestis topoisomerase I inhibitors, primary screen, biochemical, cleavage product accumulation, plate reader, single point | DNA topoisomerase I (Yersinia pestis CO92) | Y. pestis Topo-I cleavage product accumulation | hit rate 0.064% among 360,000 | AID 504884, 2011 | activity, % at 10 µM; in the data active = activity above about 50%, passing the limit was not always enough; inconclusive = no clear call, values can overlap the other calls; also: inactives centre near 2
UGM FP inh: M. tuberculosis UGM enzyme inhibitors, primary screen, biochemical, fluorescence polarization, single point; AID 504406, 2011; UDP-galactopyranose mutase (Mycobacterium tuberculosis (strain ATCC 25618 / H37Rv)), …; purified UGM, fluorescence polarization probe displacement; inhibition, % at 10 µM; hit rate 0.06% among 320,000; in the data active = inhibition above about 10%, passing the limit was not always enough; inconclusive = no clear call, values can overlap the other calls
Target sequence (P9WIQ1 whole entry, looked up): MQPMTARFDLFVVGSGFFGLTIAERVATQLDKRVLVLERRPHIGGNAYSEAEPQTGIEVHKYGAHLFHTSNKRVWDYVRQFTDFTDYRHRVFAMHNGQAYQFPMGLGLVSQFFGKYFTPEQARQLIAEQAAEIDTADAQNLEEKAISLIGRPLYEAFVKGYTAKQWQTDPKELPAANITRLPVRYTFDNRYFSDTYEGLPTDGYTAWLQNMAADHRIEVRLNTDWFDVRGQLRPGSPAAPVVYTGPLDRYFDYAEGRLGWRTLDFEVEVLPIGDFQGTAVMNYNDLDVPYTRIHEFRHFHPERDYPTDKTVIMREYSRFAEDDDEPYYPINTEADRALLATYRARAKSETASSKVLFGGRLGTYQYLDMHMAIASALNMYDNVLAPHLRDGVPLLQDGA
GDH-TPI counter: GDH-TPI coupling enzyme inhibitors, primary screen, artefact control for M. tuberculosis FBA inhibitor project, biochemical, absorbance, full deck; GDH-TPI coupled enzyme counterscreen, NADH absorbance; inhibition, % at 4.8 µM; hit rate 1.2% among 360,000; in the data active = inhibition above about 30%;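 also: 0% = DMSO wells and 100% = wells lacking the enzyme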
FadD28 FP inh: inhibitors of FadD28 bisubstrate probe binding, primary screen, biochemical, fluorescence polarization, single point. Mycobacterium tuberculosis FadD28 fatty-acid-AMP ligase. inhibition, % at 12.5 µM. hit rate 0.22% among 360,000. AID 588549, 2011; in the data active = inhibition above about 8.5%, passing the limit was not always enough; inconclusive = no clear call, values can overlap the other calls
PfHsp40 yeast: rescue of yeast from PfHsp40 toxicity, primary screen, S. cerevisiae, ATP luminescence; S. cerevisiae expressing PfHsp40, growth rescue; growth rescue, % at 12.5 µM; hit rate 0.68% among 340,000; AID 504582, 2011; in the data active = growth rescue above about 28%, passing the limit was not always enough; inconclusive = no clear call, values can overlap the other calls;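 also: yeast W303a lacking pdr1 and pdr3 grown in galactose medium; growth measured after three days at 30 °C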
TcdB inh: TcdB glycohydrolase inhibitors, primary screen, biochemical, single point, plate reader. Toxin B (Clostridioides difficile), P18177. TcdB glycohydrolase enzymatic assay. inhibition, % at 9.99 µM. hit rate 0.24% among 350,000. AID 652162, 2013; in the data active = inhibition above about 10%
Vc quorum ag: inducers of Vibrio cholerae quorum light production without autoinducers, primary screen, BH1578 luxS cqsA deficient, single point; activation, % at 18.7 µM; V. cholerae BH1578 lux reporter, luminescence, 6 h; hit rate 0.16% among 350,000; in the data active = activation mostly above about 9.7%, no sharp cut-off; inconclusive = no clear call, values can overlap the other calls; inactive = mostly below about 3.7%; also: not every result past the cut was called active; inactives centre near 0; reference of the scale not given here
FBA Mtb inh: Mtb FBA enzyme inhibitors, primary screen, biochemical, fluorescence, strain H37Rv | Fructose-bisphosphate aldolase (Mycobacterium tuberculosis (strain ATCC 25618 / H37Rv)), … | inhibition, % at 1 µM | hit rate 2.3% among 360,000 | purified M. tuberculosis FBA, fluorescence read-out; in the data active = inhibition above about 27%;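 also: 0% = vehicle and 100% = reference inhibitor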
Target sequence (P9WQA3 whole entry, looked up): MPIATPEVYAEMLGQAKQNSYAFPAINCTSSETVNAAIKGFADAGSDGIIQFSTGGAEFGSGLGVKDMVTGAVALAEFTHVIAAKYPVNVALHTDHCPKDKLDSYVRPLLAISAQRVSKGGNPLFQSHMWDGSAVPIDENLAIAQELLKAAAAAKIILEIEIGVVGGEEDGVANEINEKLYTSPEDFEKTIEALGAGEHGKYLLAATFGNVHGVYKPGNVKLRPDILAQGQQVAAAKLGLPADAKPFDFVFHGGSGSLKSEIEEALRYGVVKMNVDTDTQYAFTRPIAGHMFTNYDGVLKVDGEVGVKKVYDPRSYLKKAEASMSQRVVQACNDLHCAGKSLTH
* = called active by the depositor; i = inactive; ? = inconclusive; . = no result given; + = active, no number; & = joins results of further samples. This is a random part of the collection; about 4.6% have a hit in one of these screens.

SMILES | BioA inh | Yp Topo-I inh | UGM FP inh | GDH-TPI counter | FadD28 FP inh | PfHsp40 yeast | TcdB inh | Vc quorum ag | FBA Mtb inh
OCCN1CN=C(Nc2nc3ccccc3o2)NC1 | -2.1 | -1.9 | 5.7 | 3.1 | -0.6 | -0.9 | . | i | -4.3
Cn1nnnc1SCC(=O)NC1CCCC1 | -1.6 | -0.8 | -0.4 | -16.1 | -4.7 | 0.7 | 1.5 | -0.1 | 1.2
C=CCC1CCCC(=O)N2CC[C@H](O)C12 (stereo partly specified) | -4.6 | -7.7 | 3.6 | 15.7 | 0.1 | 2.4 | . | i | 7.1
CN1CC[C@@H]2C(=O)N3CCc4ccc(-c5ccc6c(c5)OCO6)cc4[C@@H]3C[C@@H]21 | 1.1 | 9.8 | . | 2.8 | -0.3 | 0.5 | 1.1 | -0.8 | 3.3
O=C(N=C1SC2CS(=O)(=O)CC2N1Cc1ccccc1Cl)C1CC1 (stereo unspecified) | -1.0 | 4.1 | -0.5 | 3.6 | -0.3 | 0.1 | 0.3 | -0.4 | -2.0
CCOC(=O)c1sc(NC(=O)CSc2nccn2C)nc1C | -1.8 | -3.7 | -0.3 | -7.4 | -4.9 | -2.1 | 1.4 | 1.6 | -0.4
COc1ccc(C(C#N)CC(=O)c2ccc3c(c2)OCO3)cc1OC (stereo unspecified) | 1.9 | -6.8 | . | 22.1 | -0.8 | . | -0.8 | i | 3.7
COc1ccc(Cl)cc1NS(=O)(=O)c1cccc(C(=O)NCCCN2CCCC2=O)c1 | 0.4 | -1.4 | 2.6 | 7.7 | -1.9 | 0.8 | 0.8 | i | 3.8
O=C(COC(=O)C12CC3CC(CC(Br)(C3)C1)C2)Nc1cccnc1Cl | -0.7 | 5.0 | 0.6 | 15.2 | -3.3 | 1.4 | 3.1 | -0.1 | 32.3*
COc1ccccc1CN1CC(C(=O)N2CCN(c3ccc(F)cc3)CC2)CC1=O (stereo unspecified) | 12.0 | 20.8 | 0.4 | -3.5 | -3.7 | -0.8 | . | i | -2.3
CC(NC(=O)Cc1ccsc1)c1ccc(Cl)cc1Cl (stereo unspecified) | -0.3 | 7.9 | -0.2 | 1.5 | -0.6 | 0.1 | -1.2 | -1.8 | 1.6
Cc1ccc(NS(=O)(=O)c2ccc(N/N=C/c3ccccc3OCC(=O)O)c([N+](=O)[O-])c2)c(C)c1 | -1.1 | -0.4 | 1.6 | 27.1 | ? | 0.9 | 0.8 | -2.4 | -7.7
COC(=O)C(CO)NC(=O)C1CCCN1C(=O)CNC(=O)OCc1ccccc1 (stereo unspecified) | -0.7 | 3.6 | -1.6 | 1.4 | . | -0.2 | 0.9 | 0.8 | 0.1
Cc1ccc(S(=O)(=O)N2[C@@H](c3cccc(Cl)c3)C(C(=O)OC(C)(C)C)=CC[C@H]2c2ccc(C(C)C)cc2)cc1 | -2.4 | . | . | . | 0.5 | . | 0.8 | . | 3.6
Cc1cc(NC(=O)c2ccccc2F)nc2c1c(=O)oc1ccccc12 | 1.4 | -0.6 | -0.2 | -6.3 | -2.2 | 0.4 | 2.5 | i | -0.2
COc1cccc(CN2CCN(Cc3cccc(Oc4ccccc4)c3)CC2)c1OC | -3.5 | -5.2 | 1.6 | 5.6 | -2.0 | 0.6 | -4.0 | -0.4 | 37.4*
CC(C)Oc1ccc(S(=O)(=O)N2CCOCC2)cc1NC(=O)CC1CC2CCC1C2 (stereo unspecified) | 0.1 | 11.3 | . | 6.2 | -1.1 | . | 1.2 | i | -2.3
COc1cccc(NC(=O)CSc2nnc3c(n2)[nH]c2ccc(C)cc23)c1 | -0.9 | -8.2 | -0.7 | -4.4 | -1.7 | -0.9 | 1.7 | i | 0.8
COc1ccc(C)cc1S(=O)(=O)Nc1cc(Cl)ccc1Cl | -1.4 | 3.0 | -2.9 | -0.4 | -4.1 | 0.2 | . | 0.8 | 0.5
Cc1ccc(Cl)cc1N(CC(=O)N1CCOCC1)S(C)(=O)=O | -2.2 | -0.3 | -0.1 | 17.9 | -3.0 | -1.4 | 0.7 | i | 0.9

By substructure: the compounds so far containing fluorine (two)
SMILES | BioA inh | Yp Topo-I inh | UGM FP inh | GDH-TPI counter | FadD28 FP inh | PfHsp40 yeast | TcdB inh | Vc quorum ag | FBA Mtb inh
COc1ccccc1CN1CC(C(=O)N2CCN(c3ccc(F)cc3)CC2)CC1=O (stereo unspecified) | 12.0 | 20.8 | 0.4 | -3.5 | -3.7 | -0.8 | . | i | -2.3
Cc1cc(NC(=O)c2ccccc2F)nc2c1c(=O)oc1ccccc12 | 1.4 | -0.6 | -0.2 | -6.3 | -2.2 | 0.4 | 2.5 | i | -0.2

Other compounds
SMILES | BioA inh | Yp Topo-I inh | UGM FP inh | GDH-TPI counter | FadD28 FP inh | PfHsp40 yeast | TcdB inh | Vc quorum ag | FBA Mtb inh
Cc1ccc(C(=O)Nc2ccc3c(c2)OCCO3)c(C)c1 | 1.0 | -3.7 | 0.1 | 13.9 | 0.9 | -1.8 | 4.2 | i | -2.3
CCN(CC)C(=O)CSC1=C(C#N)C(c2ccco2)C(C(=O)OCCOC)=C(C)N1 (stereo unspecified) | 1.5&-0.2 | 15.7&13.9 | 3.3 | 22.0&20.1 | -1.6&-0.5 | 1.1&-0.2 | -1.2 | -1.0&-0.2 | -1.9&1.3
COc1ccc(NC(=O)C2C3C=CC4(O3)C2C(=O)N(CCN2CCCCC2C)C4C(=O)NC2CCCCC2)cc1 (stereo unspecified) | 2.1 | 0.4 | -1.1 | 1.5 | 1.3 | -0.4 | -3.5 | -0.9 | 0.5
Cc1ccc(NC(=S)N2CCN(C3CCCCC3)CC2)cc1 | 0.9 | -2.4 | 1.2 | 0.3 | -4.1 | 0.6 | . | -0.5 | 0.0
COc1ccc2c(C(=O)NCCCCO)c(-c3ccc(S(C)(=O)=O)cc3)sc2c1 | -0.7 | -0.9 | 2.5 | 19.6 | -1.7 | -2.4 | 1.4 | -0.3 | +
COc1ccc(OC)c(C2C(C(=O)c3ccc(C)o3)=C(O)C(=O)N2CCCN2CCOCC2)c1 (stereo unspecified) | -2.6 | -10.6 | -6.1 | 6.2 | 0.5 | -0.5 | . | -0.3 | 4.2
Cc1ccccc1NC(=O)CCC(=O)OCC(=O)c1ccc(-c2ccccc2)cc1 | -2.8 | 1.4 | -1.3 | 7.3 | -2.1 | 0.8 | . | i | -2.2
Cc1nnc(SCC(=O)N2c3ccccc3Sc3ccccc32)n1N | 2.8 | -4.8 | 1.2 | 5.3 | -2.0 | -0.9 | 1.2 | i | -1.7
CCN(CC)C(=O)CSc1nnc(-c2c[nH]c3ccccc23)o1 | 1.3 | 0.7 | -1.4 | 4.6 | -0.6 | -0.2 | -0.9 | -0.4 | 0.6
Cc1ccccc1OCc1nnc(SCC(=O)O)n1-c1ccccc1 | 7.2 | 1.2 | -3.1 | 5.5 | -0.8 | -0.3 | -0.2 | -0.7 | -1.0
Cc1ccc(C)c(C(=O)CN2C3=NCCCN3c3ccccc32)c1 | -0.7 | 3.1 | -3.5 | 4.6 | 2.4 | 0.2 | . | -1.7 | 0.4
CC1(C)CC(=O)c2cc(OCC(=O)NCC3CCCO3)ccc2O1 (stereo unspecified) | -2.2 | 6.2 | 1.2 | 7.1 | -2.6 | 1.0 | . | -0.5 | 78.8*
O=c1c2ccccc2nc(SCc2nnc(-c3ccccc3)o2)n1-c1ccc(F)cc1F | -1.6 | 37.3 | 1.4 | 2.9 | -5.0 | 0.5 | . | i | -1.9
O=C(NCc1ccccc1)c1ccc(NC2=NC3CS(=O)(=O)CC3S2)cc1 (stereo unspecified) | 1.1 | 2.5 | 1.0 | -3.8 | -1.9 | -0.5 | . | i | -0.4
Cc1noc(C)c1COc1cccc(C(=O)N(C)Cc2nc3ccccc3c(=O)[nH]2)c1 | 1.3 | -1.7 | 0.3 | -5.1 | -2.1 | 0.9 | -0.3 | i | -0.8
N/C(=N\OC(=O)COc1ccc(Cl)cc1Cl)c1ccccn1 | . | 4.2 | 2.5 | 4.0 | 0.9 | 1.6 | 0.8 | -1.0 | 0.6
COc1ccc(CC(=O)N/N=C(\C)c2ccccn2)cc1 | . | 8.4 | -1.5 | -1.1 | -2.5 | 0.0 | . | i | 1.6
COC(=O)c1cc2sccc2n1CC(=O)N(C)c1ccccc1 | . | 4.9 | -0.5 | 0.7 | -2.0 | -1.1 | 1.0 | -0.3 | 0.0
CN1c2ccccc2C(O)=C(C(=S)Nc2ccc(F)c(Cl)c2)S1(=O)=O | 4.2 | 11.9 | 1.2 | 30.8* | 3.1 | 2.6 | . | 2.9 | 9.9
O=C(CN1C(=O)C(=O)N(Cc2ccco2)C1=O)c1c[nH]c2ccccc12 | -1.3 | -5.6 | -2.6 | 2.5 | -4.3 | 3.9 | 1.1 | -0.7 | -4.0
O=C(NS(=O)(=O)Oc1ccc(Cl)cc1)OC[C@@H]1CCCN2CCCC[C@H]12 | -1.6 | -4.3 | -0.6 | -2.3 | -2.2 | 0.0 | 0.3 | -1.0 | 0.3
Cc1[nH][nH]c(=O)c1N=Nc1ccccc1Cl | . | -4.6 | 0.2 | 17.0 | -1.2 | 0.5 | 2.0 | -0.6 | 4.5
O=[N+]([O-])c1ccc(C2=CSC3=NCCN23)cc1 | . | -0.6 | 1.3 | 1.1 | -0.5 | -2.3 | 0.8 | -0.8 | 0.0
Cc1cccn2c(=O)c3cc(C(=O)NCC4CCCO4)c(=N)n(C4CCCC4)c3nc12 (stereo unspecified) | 4.2 | 10.7 | 1.3 | 10.9 | -0.6 | -0.2 | -10.2 | -0.2 | +
Cc1ccc2nc(/C(C#N)=C\c3ccc(Oc4ccc([N+](=O)[O-])cn4)cc3)[nH]c2c1 | . | -4.6 | -0.2 | 22.3 | 0.2 | -1.8 | 0.7 | -0.2 | 1.7
CC1CCN(CCCn2c(=S)[nH]c3ccc(N4CCOCC4)cc3c2=O)CC1 | -0.8 | -0.2 | 3.1 | 19.4 | -0.4 | -0.9 | . | i | 1.9
O=C(/C=C/c1ccc(OC(F)F)cc1)OCC(=O)N1CCc2ccccc21 | -0.5 | 0.3 | -1.7 | -4.1 | -2.2 | -0.3 | -2.1 | 1.8 | -0.5
CSCc1nc2sc(C(=O)Nc3nc(C)cs3)c(C)c2c(=O)[nH]1 | . | -4.5 | 2.3 | 15.1 | -6.3 | 0.5 | . | -0.3 | -0.2
COc1ccc(CNC(=O)CCNC(=O)C2CCN(S(=O)(=O)c3ccc(OC)cc3)CC2)cc1 | -0.5 | 4.5 | . | 6.2 | -2.3 | . | -0.1 | -0.5 | 2.9
CCOC(=O)C1CCCN(C(=O)c2cc(CN3C(=O)c4ccccc4C3=O)ccc2OC)C1 (stereo unspecified) | 0.3 | 23.7 | -0.2 | -7.9 | -1.3 | 2.4 | 0.5 | i | -0.5
CC(=O)NC(CC(=O)NCCCn1ccc2ccccc21)c1ccccc1 (stereo unspecified) | -0.8 | -3.8 | 1.0 | -1.6 | 0.6 | 1.0 | 0.8 | -0.3 | -0.2
Cc1ccc(N2CC(C(=O)Nc3ccccc3C(=O)NC3CCCCC3)CC2=O)cc1 (stereo unspecified) | -1.2 | 3.4 | -3.6 | 7.3 | -2.6 | -2.2 | . | -0.7 | 0.1
CCc1ccccc1NC(=O)Nc1cc(F)ccc1F | . | -9.8 | 0.0 | 11.0 | -4.9 | 3.2 | 0.3 | -0.2 | -1.7
O=C(CCc1ccccc1)NNC(=O)c1ccccn1 | . | -15.9 | -4.6 | -2.5 | -2.1 | -0.2 | 0.6 | -0.5 | 2.5
CC(=O)Nc1ccc2c(c1)CCCN2C(=O)c1ccccc1 | 13.4 | -3.4 | -0.9 | -1.5 | -1.5 | 2.5 | . | i | -0.7

Bioassay records (PubChem BioAssay)
